# mHTT-CaM PPI inh: mHTT-calmodulin interaction abrogation; P42858; AID 1671202; actives 3.6% (n = 190,000); AlphaScreen His-mHTT/GST-CaM binding, luminescence; inhibition, % at 15 µM;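 also: 0% = both proteins with DMSO and 100% = one protein alone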
# Pf apPOL block: Pf-apPOL DNA polymerase inhibition; AID 1794808; actives 0.25% (n = 210,000); inhibition, % at 10 µM; Recombinant Pf-apPOL, molecular beacon fluorescence, 1.5 h
# An asterisk follows results filed as active; / = no result given; & = joins results of further samples. Rule as the data show it: active = inhibition above about 50%; inactive = the rest.
SMILES	mHTT-CaM PPI inh	Pf apPOL block
Cc1ccccc1C1=N/C(=C/c2ccc(C(C)C)cc2)C(=O)O1	-2	9
O=c1c2c(nc(SCc3ccc([N+](=O)[O-])cc3)n1-c1ccccc1)CCS2	13	0
Cc1cccc(C(=O)N2CCN(Cc3noc4ccccc34)CC2)c1	2	-7
CC(C)CCNC(=O)C1CCN(c2nc3ccsc3c(=O)n2-c2ccccc2)CC1	40	-5
CCOC(=O)C1=C(C)NC(=O)NC1c1c(C)nn(C)c1Cl (stereo not given)	/	-1
Cc1ccc(C)c(C2NC(=O)N(CC(=O)NCc3ccc4c(c3)OCO4)C3=C2C(=O)OC3)c1 (stereo not given)	20	1
Nc1ccc(CCC(=O)N2CCCC2)cc1	6	-4
O=C(COc1ccc(Br)cc1Cl)N1CCOCC1	-1	-10

SMILES	mHTT-CaM PPI inh	Pf apPOL block
CC12CCC(C(=O)N3CCCCCC3)(OC1=O)C2(C)C (stereo not given)	-5	-4
Cc1noc(C)c1C(=O)N1CCN(C2c3ccccc3CCc3ccccc32)CC1	38	-1
CCN1C(=Cc2c3ccccc3cc[n+]2CC)C=Cc2ccccc21	63*	0
O=C1NC2(CCN(C(=O)c3cc(F)cc(F)c3)CC2)Nc2c(Cl)cccc21	8	-2
Cc1cccc(C(=O)N2CCC(CCOc3ccncc3)CC2)c1	6	-7
Cc1ccc(-c2nnc(CCC(=O)NC3CC3)c(=O)[nH]2)cc1Cl	9	1
O=C(Nc1cc(-c2ccccn2)no1)C1CCCC1	-6	2
CCOCCCNC(=O)c1cc(Sc2ccccc2Cl)nc2ccccc12	-2	-4

SMILES	mHTT-CaM PPI inh	Pf apPOL block
CC(C)(C)C(=O)Nc1c(-c2ccc(F)c(F)c2)nc2ccccn12	1	3
Cn1nccc1C(=O)N1CCCC(c2nc(CCNC(=O)C3CC3)cs2)C1 (stereo not given)	-8	4
O=C(Nc1ccc(S(=O)(=O)N2CCCC2)cc1)c1cccs1	-12	2
O=C1C(=O)N(CCCN2CCOCC2)C(c2ccc([N+](=O)[O-])cc2)C1=C(O)c1ccc(F)cc1 (stereo not given)	0	-4
COc1cc(CN2CCCCCC2)c([N+](=O)[O-])cc1OC	2	-11
O=C(CSc1nc2ccccc2[nH]1)c1ccc(OC(F)F)cc1	-3	6
O=C(CSc1nnc2sc3ccccc3n12)N1c2ccccc2Sc2ccccc21	1	-5
O=[N+]([O-])C1=Cc2cc(Br)cc(Br)c2OC1c1ccc2c(c1)OCO2 (stereo not given)	84*	-5

# Complete entries from above:
# O=C1NC2(CCN(C(=O)c3cc(F)cc(F)c3)CC2)Nc2c(Cl)cccc21 across the screens: mHTT-CaM PPI inh: 8; Pf apPOL block: -2
# Cc1ccc(C)c(C2NC(=O)N(CC(=O)NCc3ccc4c(c3)OCO4)C3=C2C(=O)OC3)c1 (stereo not given) across the screens: mHTT-CaM PPI inh: 20; Pf apPOL block: 1

# Back to the main list, starting 3 compounds before the break.
SMILES	mHTT-CaM PPI inh	Pf apPOL block
O=C(CSc1nc2ccccc2[nH]1)c1ccc(OC(F)F)cc1	-3	6
O=C(CSc1nnc2sc3ccccc3n12)N1c2ccccc2Sc2ccccc21	1	-5
O=[N+]([O-])C1=Cc2cc(Br)cc(Br)c2OC1c1ccc2c(c1)OCO2 (stereo not given)	84*	-5
CN(C)C(=O)C1CCN(c2nc3ccc(-c4cccc(F)c4)nc3s2)CC1	0	-12
CC(C)n1c(=O)c(NCc2ccc(F)c(Cl)c2)nc2ccncc21	87*	-16
Cc1ccc(CNC(=O)CCS(=O)(=O)Cc2ccc(F)cc2Cl)cc1	-4	-17
c1ccc2c(c1)nc1n2CCN1CCN1CCOCC1	0	-1
Cc1cc(C)nc(NC2=NCC(=O)N2c2ccc3c(c2)OCCO3)n1	-2	4
Cc1ccccc1C(=O)N1CCC(Cc2nc3cccnc3n2C(C)C)C1 (stereo not given)	2	-10
COc1ccc(Cl)cc1N1C=C(C#N)S(=O)(=O)c2ccccc21	-1	-2
O=C(CCC(=O)N1CCN(CCn2cccn2)CC1)c1ccccc1	4	-7

SMILES	mHTT-CaM PPI inh	Pf apPOL block
CCC(Oc1ccccc1)C(=O)NC1=NCCS1 (stereo not given)	-3	0
COc1cc(C2CC(=O)Oc3c(C(C)C)ccc(C)c32)cc(OC)c1OC (stereo not given)	-9	-5
COc1ccc(C(=O)N2CCC(c3cc4n(n3)CCCN(C)C4=O)CC2)cc1	-10	-2
O=C(NC(=O)C12CC3CC(CC(C3)C1)C2)Nc1ccc(Cl)cc1	/	-3
COc1ccc(CCNc2ncnc3c2cnn3-c2ccc(Cl)cc2)cc1OC	28	-5
CCc1sc(C2C(C#N)=C(N)Oc3n[nH]c(C)c32)cc1Br (stereo not given)	8	/
Nc1nnc(SCc2c(Cl)cccc2[N+](=O)[O-])s1	-3	4
COc1ccc(NS(=O)(=O)c2ccc3[nH]c(=O)c(=O)[nH]c3c2)c(OC)c1	4	-4

SMILES	mHTT-CaM PPI inh	Pf apPOL block
COc1ccccc1-c1cc(-c2ccccc2)nc(N)c1C#N	-75	-7
CC1(C)CC(=O)C2=C(C1)OC(N)=C(C#N)C2c1ccc(O)cc1 (stereo not given)	-5	-9
CC(=O)NS(=O)(=O)c1ccc(Nc2c([N+](=O)[O-])cncc2[N+](=O)[O-])cc1	-5	1
CN1C(=O)Cc2cc(NC(=O)c3ccc(C(F)(F)F)cc3)ccc21	-14	-52
N=C1NC(=O)/C(=C/c2ccccc2Br)S1	-5	-4
O=C1OC(c2ccc(Cl)c(Cl)c2)=N/C1=C\c1ccccc1F	-6	-6
Cc1c(Cl)c([N+](=O)[O-])nn1CC(=O)N1CCCc2ccccc21	-1&-10	-2&-9
Cc1oc(C2CCN(S(=O)(=O)c3cccc(C#N)c3)CC2)nc1C(=O)N1CCOCC1	4	0

SMILES	mHTT-CaM PPI inh	Pf apPOL block
CCN(CC)CCCNC(=O)C1c2cc(OC)c(OC)cc2C(=O)N(C)C1c1cccnc1 (stereo not given)	-9	-12
Cc1nc(C2CC2)[nH]c(=O)c1Cl	/	-5&-4
COCC(=O)NC1CCN(c2ccccc2C(=O)N2CCC(C)CC2)CC1	-2	-17
COc1cccc(-c2nc(C3CCN(S(=O)(=O)c4ccc(F)c(F)c4)CC3)no2)c1	4	0
O=S(=O)(Nc1ccc(O)c(Br)c1)c1ccc(Cl)cc1	-2	-14
CN(C)c1ccc(-c2cc([C@H]3[C@@H]4C=CCC[C@@]4(C)C(=O)N3Cc3ccccc3)ccc2F)cc1	49	5
COc1ccc(CNC(=O)Nc2nnc(-c3ccco3)o2)cc1OC	-3	-9
CN(C(=O)c1ccc2nccnc2c1)c1ccccc1	-3	3

SMILES	mHTT-CaM PPI inh	Pf apPOL block
CCN(CC)S(=O)(=O)c1ccc(C(=O)Nc2ccc(Cc3ccncc3)cc2)cc1	3	4
Cc1cc(C)c(Cn2c(=O)n(CCCC(=O)NCc3ccco3)c(=O)c3sccc32)c(C)c1	0	6
CN1C(=O)C2CCCCN2c2ccc(C(=O)NC3CCCC3)cc21 (stereo not given)	-8	0
COCCNS(=O)(=O)c1cc(N(C)S(=O)(=O)c2ccc(Cl)cc2)c(C)cc1C	1	1
CN(c1ccc([N+](=O)[O-])cc1[N+](=O)[O-])C1CCS(=O)(=O)C1 (stereo not given)	2	-1
O=C(C1COc2ccccc2O1)N1CCn2cnnc2C1 (stereo not given)	0	3
O=C(O)C(Cc1ccccc1)NS(=O)(=O)/C=C/c1ccccc1 (stereo not given)	2	2
CCSc1ccccc1C(=O)Nc1ccc2c(c1)C(=O)NC2=O	-6	-4

SMILES	mHTT-CaM PPI inh	Pf apPOL block
CC(=Nc1c2c(nc3ccccc13)N(C)CC2)N(C)C	-1	-2
CCOc1ccc(C2C(=O)N(C3CCCCC3)CC(=O)N2C2CCCCC2)cc1OC (stereo not given)	25	-11
Cn1c(COc2cccc3cccnc23)nnc1SCC(=O)c1ccc(Cl)cc1	15	-8
Cc1ccc(S(=O)(=O)N2CCC(C(=O)NCc3ccccn3)CC2)cc1	-1	-8
CC1(c2cccs2)CC(c2cccs2)=Nc2ccccc2N1 (stereo not given)	25	-2
O=C(Nc1nnc(SCc2c(Cl)cccc2[N+](=O)[O-])s1)c1ccc(Cl)cc1Cl	3	0
CCC1CCCCN1S(=O)(=O)c1ccc(F)c(C(=O)Nc2cccc(C)c2C)c1 (stereo not given)	-14	-2
C=CCc1cccc2cc(C(N)=O)c(=O)oc12	-2	1

SMILES	mHTT-CaM PPI inh	Pf apPOL block
CCn1c(N2CCCC(C(=O)Nc3cccc(C(F)(F)F)c3)C2)cc(=O)n(C)c1=O (stereo not given)	6	2
COC(=O)Nc1ccc(C)cc1Br	-4	0
COc1ccc(NC(=O)c2ccc(-c3ccc([N+](=O)[O-])cc3)o2)cc1Cl	7	0
c1cc2c(cc1-c1noc(C3CCC3)n1)ncn2CCN1CCCC1	14	-7
NC(=O)Cc1ccc(OCC(=O)Nc2ccc(OC(F)(F)Cl)cc2)cc1	-4	-2
O=C(CN1C(=O)C2C3CC(C(Br)C3Br)C2C1=O)N1CCCCC1 (stereo not given)	2	1
CC(=O)C[C@H]1c2ccccc2S(=O)(=O)N1C1CCCCC1	2	-6
O=C(Nc1ccccc1C(=O)NCc1cccnc1)c1ccc(Cl)cc1	-5	-1&-36&-7

SMILES	mHTT-CaM PPI inh	Pf apPOL block
CC(C)=C1C2C=CC1c1ccccc12	/	5
Cc1ccc(-c2cc(=O)n3c4ccccc4n(CC(=O)NC(C)C)c3n2)cc1	-9	-2
N#CC(NC(=O)c1ccc(Cl)cc1)=C(Cl)Cl	3	-3
C=CCN(c1ccccc1)S(=O)(=O)c1ccc(F)c(C(=O)NCC(OC)OC)c1	-2	-3
COc1cc(C(=O)N2CCN(c3ccccc3OC)CC2)c([N+](=O)[O-])cc1OC	39	-1
N#Cc1c(C(F)(F)F)cc(-c2cccs2)[nH]c1=O	-12&-2	1
CCc1cccc(NC(=O)N2CCCC2c2nc(-c3ccc(F)cc3F)no2)c1 (stereo not given)	-4	2
COC(=O)C12CC3CC(CC(NC(=O)c4snnc4C)(C3)C1)C2	-2	-6

SMILES	mHTT-CaM PPI inh	Pf apPOL block
c1ccc2c(c1)c1c3n2CCNC3CCC1 (stereo not given)	-1	/
CN(C)CCNC(=O)C1CCN(c2nc3ccc(-c4ccccc4F)nc3s2)CC1	11	-5
O=C(N1CCOCC1)N1CCCN(c2ccc([N+](=O)[O-])cn2)CC1	/	-14
CCCCC(=O)N1CC(c2nc(-c3ccc(F)cc3)no2)C2(CCOCC2)C1 (stereo not given)	-4	-4
COc1ccc(OC)c2sc(NC(=O)Cc3ccc(S(C)(=O)=O)cc3)nc12	20	-2
O=C(Nc1ccc(S(=O)(=O)N2CCCC2)cc1)C(F)(F)F	4	-5
c1cncc(CSc2nc3ccccc3[nH]2)c1	2	-1
CC(C)(C)n1nc2c(c1-n1cccc1)CN(C(=O)C1COc3ccccc3O1)C2 (stereo not given)	35	-7

SMILES	mHTT-CaM PPI inh	Pf apPOL block
O=Cc1ccc(OCc2ccc(C(=O)O)cc2)c(Cl)c1	3	-13
CC(=O)c1ccc(NC(=O)c2ccccc2Cl)cc1	0	-2
O=C(NCc1cccnc1)C1CCN(c2nnc3ccc(Cl)cn23)CC1	1	-3
Cc1ccccc1OCc1nnc(SCC(=O)NCCc2ccccc2)n1C	-2	1
COc1cc(C(=O)Nc2ccc([N+](=O)[O-])cn2)cc(OC)c1OC	3	1
CCOc1ccc(C(=O)NCC2OCCc3ccccc32)cc1 (stereo not given)	-12	0
N#Cc1cccc(S(=O)(=O)N2CCC(c3noc(-c4ccc(F)cc4)n3)CC2)c1	-7	-3
O=C(Oc1cc(=O)n2c3c(cccc13)CCC2)c1ccccc1	/	11

SMILES	mHTT-CaM PPI inh	Pf apPOL block
Cn1c(=O)c2c(nc(SCC(=O)NC(C)(C)C)n2C)n(C)c1=O	-8	/
CCOc1ccc(C(=O)N2CCN=C2N2CCCC2)cc1	-3	-5
O=C(NC(C(=O)N1CCCC1)C12CC3CC(CC(C3)C1)C2)c1ccc(F)cc1 (stereo not given)	-2	-8
COc1cccc(Oc2nccnc2N2CCC(C(=O)NCc3ccccc3OC)CC2)c1	21	-5
O=C(NCCc1cccnc1)C1CN(C(=O)c2ccncc2)CC12CCCCC2 (stereo not given)	-1	-8
COc1ccccc1CN1C(=O)CCC1(C)C(=O)NCc1ccc(C)cc1 (stereo not given)	-2	4
COc1ccc([C@H]2[C@@H]3C=CCC[C@@]3(C)C(=O)N2Cc2ccccc2)cc1Cl	52*	-3
O=C(c1sc2ccccc2c1Cl)N1CCN(c2ccc(Cl)cc2[N+](=O)[O-])CC1	39	3

SMILES	mHTT-CaM PPI inh	Pf apPOL block
CCSc1nnc2c(n1)OC1(Nc3ccccc3-2)C(=O)Nc2ccc(Br)cc21 (stereo not given)	37	-3
O=C(c1ccc(I)cc1)N1CCc2ccccc2C1	-5	0
CC(=O)NCCc1csc(C2CCN(C(=O)c3cccc(Cl)c3)CC2)n1	21	0
O=C(Nc1ccc(S(=O)(=O)Nc2nccs2)cc1)c1ccc(Br)o1	5	-27
C=CCN(c1ccccc1)S(=O)(=O)c1ccc2[nH]cc(C(=O)NCCCOC)c(=O)c2c1	43	-3
CCOCCCNC(=O)C1(C)CCC(=O)N1Cc1cccc(Br)c1 (stereo not given)	4	-4
COC(=O)c1ccc(C)c(NS(=O)(=O)c2ccc3c(c2)c(=O)sn3C)c1	/	-5
C=CCN(CC=C)S(=O)(=O)c1ccc(N2C(=O)c3ccccc3C2=O)cc1	-7	-4
O=C(Nc1cccc([N+](=O)[O-])c1)c1cc(S(=O)(=O)N2CCCCC2)cs1	-2	-9
COc1ccc(-n2nc3c(c2NC(=O)c2c(F)cccc2Cl)CS(=O)C3)cc1 (stereo not given)	-6&3	4&0
CCOc1ccccc1NS(=O)(=O)c1cc([N+](=O)[O-])ccc1C	1	-4

# Compound activity deposited in PubChem BioAssay by University of Kansas High Throughput Screening Laboratory.
